Rtt109 HAT inh: inhibitors of Candida albicans Rtt109/Vps75 histone acetyltransferase; AID 540336; actives 0.16% (n = 330,000); purified Rtt109/Vps75, ThioGlo CoA-SH fluorescence, 4 h; inhibition, % at 34.9 µM;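 active = inhibition of at least 50% in every replicate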
Target sequence (Q5AAJ8 whole entry, looked up): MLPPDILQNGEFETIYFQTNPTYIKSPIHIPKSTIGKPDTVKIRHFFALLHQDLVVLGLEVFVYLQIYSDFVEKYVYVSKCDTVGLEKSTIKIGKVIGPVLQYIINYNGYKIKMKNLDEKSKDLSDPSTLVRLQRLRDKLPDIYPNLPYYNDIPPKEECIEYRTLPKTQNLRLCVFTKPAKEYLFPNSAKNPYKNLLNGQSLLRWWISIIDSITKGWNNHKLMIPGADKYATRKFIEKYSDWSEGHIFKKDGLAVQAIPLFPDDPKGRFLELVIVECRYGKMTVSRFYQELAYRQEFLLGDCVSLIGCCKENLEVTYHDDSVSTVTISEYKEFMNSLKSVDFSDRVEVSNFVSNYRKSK
CAL PDZ FP: human CAL PDZ-peptide interaction inhibition | actives 0.02% (n = 330,000) | purified CAL PDZ, TMR-peptide fluorescence polarization, 1 h | Q9HD26 | inhibition, % at 20 µM;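 active = highest replicate inhibition of at least 40%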;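 note: plate controls were DMSO neutral control wells for no effect and unlabeled competitor peptide control wells for full effect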
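Material – purified CerCALP PDZ construct · Detection – FP readout, S and P plane fluorescence · Measure – percent inhibition from loss of millipolarization · Controls – unlabelled peptide for full inhibition, DMSO wells as neutral · Probe or stimulus – TMR-labelled reporter peptide T*-PRC34 bound in PDZ groove · Times – 1 h at RT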
Tat export inh: blocks Tat-dependent protein export in E. coli. inhibition, % at 10 µM. E. coli MC4100 TorA-mCherry Tat export, fluorescence. actives 0.036% (n = 340,000);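 active = mean replicate inhibition at least 50% and at least half of replicates individually reaching 50%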;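 note: exported cargo escapes ClpAP degradation while cytoplasmic cargo is degraded and loses fluorescence; 0% = median of neutral control wells and 100% = median of NaSCN control wells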
phage Ecoli inh: E. coli growth loss with phage present | AID 651602 | growth absorbance | actives 0.26% (n = 360,000) | inhibition, % at 11.9 µM; in the data active = inhibition above about 11%
Ecoli viability: bacterial growth inhibition, counter-screen for AddAB inhibitors. E. coli V3065 growth, OD600 absorbance, 18 h. inhibition, % at 11.9 µM. actives 0.27% (n = 330,000). AID 449728;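 active = inhibition above the campaign's mean inhibition across all tested compounds plus 3 SD, cut at about 9.9% in these data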;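 note: uninfected addAB+ strain grown without phage in ampicillin broth; 0% = DMSO wells and 100% = ciprofloxacin 0.95 µg/ml wells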
PfHsp90 yeast 2: growth inhibition of yeast expressing Plasmodium Hsp90. S. cerevisiae expressing PfHsp90, BacTiter-Glo ATP, 48 h; yeast lacking PDR1 and PDR3 efflux regulators. inhibition, % at 9.4 µM. actives 0.32% (n = 310,000). AID 504621;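 active = every replicate shows inhibition above about 80%, whatever the replicate mean, limit read from the data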;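 note: 0% = DMSO neutral controls and 100% = 20 µM radicicol positive controls; yeast relying on Plasmodium falciparum Hsp90 in place of its own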
DAGLB inh: diacylglycerol lipase beta (human) inhibition; Q8NCG7; inhibition, % at 5.17 µM; actives 0.059% (n = 340,000); AID 504411; HEK293T DAGLB membrane lysate, EnzChek fluorogenic substrate; in the data active = inhibition above about 34%;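 note: 0% = enzyme with vehicle and 100% = wells lacking enzyme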
Target sequence (Q8NCG7 whole entry, looked up): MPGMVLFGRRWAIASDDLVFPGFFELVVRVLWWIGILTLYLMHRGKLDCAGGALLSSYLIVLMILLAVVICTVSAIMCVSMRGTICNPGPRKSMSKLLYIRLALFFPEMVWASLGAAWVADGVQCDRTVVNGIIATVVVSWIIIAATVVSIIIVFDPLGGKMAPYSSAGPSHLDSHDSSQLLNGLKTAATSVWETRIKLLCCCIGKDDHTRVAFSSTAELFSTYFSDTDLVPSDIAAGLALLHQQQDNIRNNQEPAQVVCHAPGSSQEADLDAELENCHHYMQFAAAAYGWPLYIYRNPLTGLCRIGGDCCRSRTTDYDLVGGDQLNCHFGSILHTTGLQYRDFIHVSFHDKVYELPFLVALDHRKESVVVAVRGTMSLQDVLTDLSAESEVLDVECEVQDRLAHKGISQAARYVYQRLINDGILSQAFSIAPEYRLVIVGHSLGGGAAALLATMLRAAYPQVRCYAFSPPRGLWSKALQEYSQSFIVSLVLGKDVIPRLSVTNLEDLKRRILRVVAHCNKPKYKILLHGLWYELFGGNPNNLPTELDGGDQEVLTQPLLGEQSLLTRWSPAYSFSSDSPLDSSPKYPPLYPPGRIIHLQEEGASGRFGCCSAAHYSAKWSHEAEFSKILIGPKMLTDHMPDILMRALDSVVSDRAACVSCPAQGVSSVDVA
AddAB inh: less growth of phage-infected E. coli with AddAB; E. coli expressing H. pylori AddAB, absorbance growth; inhibition, % at 11.9 µM; actives 0.29% (n = 330,000); in the data active = inhibition above about 12%;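 note: 0% = vehicle wells of infected cells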
PvdQ acylase: blocks Pseudomonas aeruginosa PvdQ acylase activity. purified PvdQ acylase, fluorescence plate reader. inhibition, % at 10 µM. actives 0.063% (n = 340,000). AID 488965; in the data active = inhibition above about 30%, passing the limit was not always enough;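 note: 0% = vehicle neutral wells and 100% = reference inhibitor wells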
Wnt bcat act: activates Wnt/beta-catenin signaling in a reporter cell assay; activator, plate reader; activation, % at 9.35 µM; actives 1.2% (n = 300,000); AID 743398; in the data active = activation above about 30%, passing the limit was not always enough;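 note: 0% = neutral control wells and 100% = positive control wells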
Starred values were filed as active, the others as inactive; / = no result given.

SMILES	Rtt109 HAT inh	CAL PDZ FP	Tat export inh	phage Ecoli inh	Ecoli viability	PfHsp90 yeast 2	DAGLB inh	AddAB inh	PvdQ acylase	Wnt bcat act
CCOC(=O)C1=C(O)/C(=C\c2cccs2)N=C1C	0	-1.6	-6	4.2	-4.1	8	0	-1.3	-10	/
CN(c1ccccc1)S(=O)(=O)c1cccc(C(=O)OCC(=O)NCc2ccccc2)c1	0	0.7	7	1.0	-1.9	18	-3	-0.6	-11	-4
COc1ccccc1C(=O)NC1CCN(C(=O)Nc2ccc(C)cc2)CC1	-6	-3.5	10	1.4	0.8	5	1	3.8	-7	-3
COc1cccc(/C=N/n2cnc3ccccc32)c1OC	-26	-1.5	-10	3.7	1.7	/	-6	5.3	-14	/
CC[N+]1(CC(O)COC2CC(C)CC(C)(C)C2)CCOCC1 (configuration not stated)	-13	-0.1	3	4.2	-0.9	-11	1	2.0	-3	12
O=C(NCc1cc2ccccc2[nH]1)c1ccccc1F	/	-0.4	1	3.6	-3.7	-9	-1	1.8	9	3
O=C1CSC(c2cccnc2)N1c1cccc(Cl)c1 (configuration not stated)	-4	0.3	-2	2.8	-0.9	3	2	0.5	2	-1
CC1CCc2nn(CC(=O)N3CCCCCC3)cc2C1 (configuration not stated)	6	0.0	1	3.3	-1.1	7	-2	5.3	7	8
O=C(COC(=O)c1cc2ccccc2oc1=O)Nc1cccc(S(=O)(=O)N2CCCCCC2)c1	1	0.9	-10	1.4	2.0	-7	-1	0.8	3	/
O=C(NCC(=O)N(CC1CCCO1)C(C(=O)NC1CCCCC1)c1ccccc1)c1ccco1 (configuration not stated)	2	-1.5	-8	2.4	-1.3	1	-4	1.6	-4	-5
Cc1ccc(NC(=O)C2=C(O)c3sccc3N(C)S2(=O)=O)cc1	7	-1.2	4	0.7	-1.9	-7	6	3.3	-10	6
Cc1cccc(NC(=O)c2c(C)cc(=O)oc2C)n1	/	-2.5	1	-1.1	-0.9	-22	0	0.3	-3	/
COc1ccc(-n2c(C)cc(C(=O)Cn3nnc4ccccc4c3=O)c2C)cc1	-2	-3.2	-1	-0.2	-2.4	7	-4	0.1	-12	/
COc1ccc(Cl)cc1NS(=O)(=O)c1cccc(C(=O)NCC(c2ccco2)N2CCCC2)c1 (configuration not stated)	/	-1.5	2	1.0	-1.3	0	-2	-0.2	14	0
CCN1CCN(c2nc(-c3ccc(F)cc3)cc(=O)[nH]2)CC1	5	-2.8	1	1.3	-2.0	-3	-1	-0.2	1	-1
CS(=O)(=O)c1ccc(Cl)c(C(=O)NCC2CCCCC2)c1	-1	0.3	-1	0.8	0.7	7	4	-2.4	-1	0
CC1(CCc2ccccc2)NC(=O)NC1=O (configuration not stated)	-17	-0.4	3	0.9	/	/	-1	/	-6	-2
O=C(Nc1ccccc1)c1ccc2snnc2c1	/	-0.4	-21	3.7	-2.7	-7	0	5.4	-9	13
Cc1nnc(NC(=O)CSc2ncn(-c3ccccc3)n2)s1	1	-2.7	-5	1.9	3.0	4	1	0.4	-18	0
CC12CCC(C(=O)N(c3cccc(Cl)c3)C1=O)C2(C)C (configuration not stated)	0	-0.3	4	0.9	0.3	-9	0	4.0	-8	0
COc1ccc(N2C(=O)c3ccc(C(=O)Nc4ccccc4O)cc3C2=O)cc1	-1	/	-9	-1.5	-0.3	-5	0	0.3	4	0
CCOC(=O)c1ccc(S(=O)(=O)N2CCN(C)CC2)cc1	/	-2.0	-4	2.5	-0.2	/	2	1.3	-2	/
COc1ccc(/C=N/N2CCOCC2)cc1Cn1cc([N+](=O)[O-])cn1	-1	0.4	-1	4.7	-1.0	11	2	-2.1	-8	6
O=C(/C=C/c1c(Cl)cccc1Cl)n1cccn1	-17	-0.2	-2	0.8	-2.6	/	0	2.2	-7	-2
Cc1onc(-c2ccccc2)c1C(=O)NNC(=S)NC(=O)c1ccc(F)cc1	14	0.7	-6	5.2	-2.5	-40	3	0.0	-2	-2

Filtered by structure, the entries above with an NH in an aromatic ring (2)
SMILES	Rtt109 HAT inh	CAL PDZ FP	Tat export inh	phage Ecoli inh	Ecoli viability	PfHsp90 yeast 2	DAGLB inh	AddAB inh	PvdQ acylase	Wnt bcat act
O=C(NCc1cc2ccccc2[nH]1)c1ccccc1F	/	-0.4	1	3.6	-3.7	-9	-1	1.8	9	3
CCN1CCN(c2nc(-c3ccc(F)cc3)cc(=O)[nH]2)CC1	5	-2.8	1	1.3	-2.0	-3	-1	-0.2	1	-1

Following part:
SMILES	Rtt109 HAT inh	CAL PDZ FP	Tat export inh	phage Ecoli inh	Ecoli viability	PfHsp90 yeast 2	DAGLB inh	AddAB inh	PvdQ acylase	Wnt bcat act
CCN1CCN(C(=O)CS(=O)(=O)Cc2nc(-c3ccccc3C)oc2C)CC1	-9	-1.7	-3	2.4	-1.9	-13	-1	4.2	-7	-2
CC1Cc2nc(SCC(=O)Nc3ccc4c(c3)OCO4)n(CCc3ccccc3)c(=O)c2S1 (configuration not stated)	-9	0.1	5	1.3	-0.9	-44	-2	-0.2	-8	-4
COc1cc2c(cc1OC)-c1cc(Nc3cccc(F)c3)nc(=O)n1CC2	0	-0.6	19	1.0	/	-5	0	/	-12	-1
CC(NC(=O)c1ccc(N2CCCC2)c([N+](=O)[O-])c1)c1ccc(S(N)(=O)=O)cc1 (configuration not stated)	-2	-2.2	-6	1.0	-0.9	11	4	1.8	-10	-5
CC(NC(=O)Cc1ccc(F)cc1)c1ccccc1 (configuration not stated)	-11	/	-8	0.2	1.9	6	1	-0.2	2	-2
O=C(CC12CC3CC(CC(C3)C1)C2)NC(=S)NCc1ccco1	9	-1.5	1	4.3	1.5	-38	-8	0.4	8	-2
COc1nc(C)ccc1-c1noc(-c2ccncc2)n1	4	-1.9	-9	1.6	0.1	0	-3	3.1	-4	0
O=C(Nc1cccnc1Cl)c1cccnc1Cl	3	-3.4	-4	0.8	1.8	18	-1	-0.2	-12	-2
CCc1ccc2n(-c3ccc(OC)cc3)c([S-])c(C(=O)Nc3cc(C)cc(C)c3)[n+]2c1	-5	-3.3	-2	3.7	1.5	-5	1	6.2	-8	-2
COC(C(=O)Nc1ccc(S(=O)(=O)Nc2ccc(C)c(C)c2)cc1)c1ccccc1 (configuration not stated)	13	-3.4	0	5.0	1.9	-1	-2	4.3	11	/
O=C(O)Cn1cc(/C=C/[N+](=O)[O-])c2ccccc21	/	-0.8	1	2.6	4.2	-10	3	3.6	-4	1
N#CC1(NC(=O)COC(=O)c2ccc(-c3ccc(O)cc3)cc2)CCCCC1	2	0.7	-4	0.5	-2.4	-9	-1	-0.9	11	4
Cc1sc2ncnc(N3CCC(C(=O)NNC(=O)c4ccccc4Cl)CC3)c2c1C	8	-2.3	-3	0.9	0.1	18	0	-2.0	-8	2
Cc1ccnc(N2C(=O)c3ccccc3C2Nc2ccccc2Cl)c1 (configuration not stated)	7	-1.1	-1	2.5	-0.4	-1	-2	-0.9	-5	12
Cc1ccc(-c2csc3nc[nH]c(=O)c23)c(C)c1	-2	-0.1	-3	4.1	1.8	6	3	2.1	-27	4
CC(=O)C1=C(O)C(=O)N(c2ccc(S(=O)(=O)Nc3nccs3)cc2)C1c1ccc([N+](=O)[O-])cc1 (configuration not stated)	5	0.1	-2	4.1	-0.7	-20	4	-1.6	-7	-7
CCOC(=O)C(c1ccccc1)N1CCN(c2ccc(OC)cc2)CC1 (configuration not stated)	-6	/	0	0.3	0.2	-11	-4	0.3	-10	-2
COc1ccccc1OCCSc1nc2ccccc2n1CCO	0	-0.6	-11	3.6	-1.3	-14	-1	2.9	8	-1
C=CCNc1nc(Cl)nc(NC2CCCCC2)n1	3	-0.5	3	-1.0	/	6	-3	/	-15	6
CC(C)N(Cc1nc(-c2ccc(Cl)cc2)no1)C(=O)C(c1ccccc1)c1ccccc1	0	-0.7	2	1.7	0.3	-10	-15	0.2	7	-4
COC(=O)c1c(C)nc(C)c(C(=O)OC)c1-c1ccsc1	/	/	/	2.1	-2.2	/	/	-0.2	/	4
C[C@@H]1CC=C[C@H]2[C@H]1C(=O)N(Cc1ccccc1)[C@H]2c1ccc(-c2cc3ccccc3s2)cc1F	0	0.7	-2	3.1	2.3	11	-2	2.7	-9	14
Cc1ccc(-n2nnnc2SCC(=O)c2c(N)n(C3CC3)c(=O)[nH]c2=O)cc1	3	-0.4	-6	2.8	1.9	-10	0	2.4	-14	1
CCN(CC)CCNC(=O)c1ccc(NC(=O)c2c(F)cccc2Cl)cc1	-3	-2.8	-12	2.7	0.5	5	0	-0.7	-3	0
COCCNC(=O)c1sc2ncn(CC(=O)N3CCCCC3)c(=O)c2c1C	-9	/	19	1.0	-1.6	9	0	5.1	1	-4

Other entries follow:
SMILES	Rtt109 HAT inh	CAL PDZ FP	Tat export inh	phage Ecoli inh	Ecoli viability	PfHsp90 yeast 2	DAGLB inh	AddAB inh	PvdQ acylase	Wnt bcat act
Cc1ccc(C(=O)c2c[nH]c(C(=O)NCc3cccnc3)c2)cc1	2	-1.5	-6	0.9	2.2	2	-1	1.6	3	3
O=C(NCc1ccco1)c1ccccc1NS(=O)(=O)c1ccc(Cl)s1	4	-3.6	-9	3.3	1.9	-12	7	3.9	-10	-3
Cn1c(=O)n(C)c2cc(NC(=O)CCl)ccc21	-22	0.2	24	-0.7	-2.0	/	-4	1.8	7	2
CC(=O)Nc1ccc(S(=O)(=O)n2nc(-c3ccc(C)cc3)nc2N)cc1	4	-1.1	-5	2.5	-2.0	-5	2	0.5	-8	0
O=C(NCC(=O)N1CCCCCCC1)c1ccc(Br)o1	12	-1.9	1	0.5	-0.1	5	-2	1.6	2	1
COc1ccc(N=Cc2c(O)n(-c3cccc(C)n3)c(=O)c3ccccc23)cc1	1	0.2	-15	1.5	-0.3	-1	3	3.2	-1	/
NC(=O)COC(=O)CC(NC(N)=O)c1ccc(Cl)cc1 (configuration not stated)	-1	-2.4	-3	3.4	-1.6	12	1	1.2	-16	1
Cc1ccc(-c2nn3c(C)nnc3s2)cc1NC(=O)C(C)C	0	0.8	-2	2.3	-0.9	-3	-3	-0.8	1	-3
COc1ccc(CCNC(=O)CN(C)S(=O)(=O)c2cccs2)cc1OC	-3	0.2	-11	1.8	0.5	8	-4	4.0	1	/

Only Wnt bcat act, CAL PDZ FP and DAGLB inh, for some of the entries so far:
Compound,Wnt bcat act,CAL PDZ FP,DAGLB inh
CC(=O)Nc1ccc(S(=O)(=O)n2nc(-c3ccc(C)cc3)nc2N)cc1,0,-1.1,2
O=C(NCC(=O)N1CCCCCCC1)c1ccc(Br)o1,1,-1.9,-2
COc1ccc(N=Cc2c(O)n(-c3cccc(C)n3)c(=O)c3ccccc23)cc1,/,0.2,3
NC(=O)COC(=O)CC(NC(N)=O)c1ccc(Cl)cc1 (configuration not stated),1,-2.4,1
Cc1ccc(-c2nn3c(C)nnc3s2)cc1NC(=O)C(C)C,-3,0.8,-3

Some of these compounds in order of heavy-atom count, largest number first:
SMILES	Rtt109 HAT inh	CAL PDZ FP	Tat export inh	phage Ecoli inh	Ecoli viability	PfHsp90 yeast 2	DAGLB inh	AddAB inh	PvdQ acylase	Wnt bcat act
COc1ccc(CCNC(=O)CN(C)S(=O)(=O)c2cccs2)cc1OC	-3	0.2	-11	1.8	0.5	8	-4	4.0	1	/
O=C(NCc1ccco1)c1ccccc1NS(=O)(=O)c1ccc(Cl)s1	4	-3.6	-9	3.3	1.9	-12	7	3.9	-10	-3
Cc1ccc(-c2nn3c(C)nnc3s2)cc1NC(=O)C(C)C	0	0.8	-2	2.3	-0.9	-3	-3	-0.8	1	-3

Assay outcomes from PubChem BioAssay.

Compounds were not picked by outcome. About 1.9% of those tested had a hit in this group.
